# Screens deposited in PubChem BioAssay by several laboratories.
# Yfh1-depleted yeast = mitochondrial function rescue without frataxin homolog – Friedreich's ataxia, plus single-dose screen, dose response (AID 1465) | S. cerevisiae Yfh1-off respiration, WST-1 reduction, 72 h; higher fold induction means a stronger effect | 220,000 tested, 0.074% active | fold induction at 50 µM, or EC50 in µM where a hit was titrated;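 active = fold induction of absorbance versus untreated yeast above a set limit, then at least 30% activation at any dose in follow-up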;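 also: activators that raise dye reduction in frataxin-depleted yeast; strong numbers were not always called active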
# human PMI inhibitors = human PMI inhibitors, high substrate, primary screen, biochemical, fluorescence intensity, high mannose 6-phosphate (AID 1220); recombinant PMI enzyme, coupled fluorescence intensity; higher % means a stronger effect; inhibition, % at 20 µM, or IC50 in µM where a hit was titrated; 190,000 tested, 0.66% active
# Dynein transport = dynein cargo transport inhibition; 220,000 tested, 0.47% active; AID 1381; 3617.4 mouse cells, GR-EGFP nuclear translocation imaging; test concentration mostly 20 µM; stimulated with dexamethasone, 1 µM; stronger effect = lower value; z-score, hits read low;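 active = plate z-score of nuclear minus cytoplasmic receptor signal below a set negative limit, without overly bright fluorescence or cell loss, cut at about -3.5 in these data, passing the limit was not always enough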;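 also: z-score of nuclear minus cytoplasmic ring GR-EGFP intensity difference per well; some compounds called inactive have numbers as strong as hits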
#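 Schedule: 48 h induction, then 1 h compound, then 30 min agonist, 37 °C. Buffer or medium: tetracycline-free induction medium containing charcoal-stripped FBS. Reagent: 1.0 µM final dexamethasone stimulus. Evaluation: nuclear versus cytoplasmic GR-EGFP signal, averaged per well. Signal: high-content fluorescence imaging after fixation.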
# MT stabilizer = microtubule stabilizers in HeLa cells | % tubulin-high responders, % at 10 µM | HeLa tubulin immunostaining HCS, 24 h; share of cells brighter than vehicle mean+2SD | AID 2205 | 200,000 tested, 0.83% active;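 active = plate Z-score above 3 for both tubulin-high and condensed-nucleus cell shares, with cell loss under 80%, at 10 µM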;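 also: anti alpha tubulin signal scored within the nucleus-defined area of each cell; some results filed as inactive read as strong as hits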
# bCat nuc transl = modulators of beta-catenin nuclear translocation; HeLa beta-catenin nuclear translocation, immunofluorescence imaging; nuclear translocation activity, % at 5 µM; 190,000 tested, 0.3% active; AID 1665;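 active = nuclear translocation activity above 50% at 5 µM, with a well cell count of 50 or more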;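 also: per-cell ratio of nuclear to cytoplasmic median beta-catenin stain intensity; plate controls were DMSO negative control for no effect and GSK-3 inhibitor IX positive control for full effect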
#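 Assay system: human HeLa cells, native beta-catenin; doses: 5 µM primary, 0.02–20 µM confirmation; incubation: compound treatment 24 h, 37°C, 5% CO2; technique: fluorescence imaging of beta-catenin antibody stain plus DAPI; measure: % activation, nuclear-to-cytoplasmic median beta-catenin signal ratio per cell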
# Ins promoter up = MIN6 insulin promoter up-regulation | MIN6 insulin promoter-GFP reporter, high-content imaging; stronger effect = higher value | z-score at 5 µM | 190,000 tested, 0.3% active;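 active = z-score above 3 at 5 µM with at least 500 cells counted in the well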
# PMI inhibitors = MPI enzyme activity inhibition – biochemical, fluorescence intensity, coupled assay, primary screen (AID 1209). 190,000 tested, 0.42% active. inhibition, % at 20 µM; hits with a dose series show IC50 in µM. purified PMI enzyme, coupled fluorescence intensity; higher % means a stronger effect;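 also: plate controls were DMSO vehicle for no effect and wells lacking substrate for full effect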
# WT yeast gro inh = growth inhibition of WT yeast, mitochondrial fusion screen | mitochondrial fusion phenotypic screen, WT strain | inhibition, % at 10 µM | 190,000 tested, 2.1% active | AID 1362; in the data active = inhibition above about 58%; tested in S. cerevisiae
# Autophagy HCS = alters autophagy in cells | MEF GFP-LC3 puncta imaging; test concentration mostly 10 µM | calls only at 10 µM (by protocol) | 190,000 tested, 0.98% active | AID 463193;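 active = percentage of spot-positive cells more than 3 SD above its plate mean, without a fluorescence outlier flag or 80% toxicity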;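 also: spot-positive cell cutoff set from DMSO-treated cells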
# WT yeast gro inh mutant strain = second read-out of WT yeast gro inh, no call of its own (marks repeat the call); inhibition, %; mitochondrial fusion phenotypic screen, mutant strain inhibition
# Dynein transport cytoplasmic EGFP = recorded beside Dynein transport, whose call it bears; z-score; measured here: cytoplasmic GR-EGFP intensity; stronger effect = higher value
# Dynein transport nuclear GR-EGFP = recorded beside Dynein transport, whose call it bears; z-score; measured here: nuclear GR-EGFP intensity;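 lower value marks the stronger effect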
# Dynein transport cell count = second read-out of Dynein transport, no call of its own (marks repeat the call); z-score; measured here: cell count per field
# Ins promoter up cell count = second read-out of Ins promoter up, no call of its own (marks repeat the call); cell count; measured here: cytotoxicity, nuclei count;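 total cells summed across four imaged fields per well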
# bCat nuc transl cell count 5 µM = recorded beside bCat nuc transl, whose call it bears; cell count; measured here: cell count, cytotoxicity flag
# MT stabilizer Hoechst-high % = further read-out of MT stabilizer, marked with its call; % Hoechst-high responders; measured here: nuclear condensation Hoechst responders;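 share of cells brighter than vehicle mean plus two SD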
# MT stabilizer cytotoxicity % = recorded beside MT stabilizer, whose call it bears; toxicity, %; measured here: cytotoxicity by cell density;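 0% = mean cell density of plate MIN control wells and 100% = no cells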
# Autophagy HCS cell loss 18 h = also measured in Autophagy HCS; calls as there; toxicity, %; measured here: cell loss, nuclei count;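 cell loss after 18 h compound exposure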
# Starred values were filed as active, the others as inactive; i = inactive; . = no result given. Rule as the data show it, unless noted: active = inhibition above about 50%; inactive = the rest.
# Below each compound: Ins promoter up cell count	MT stabilizer cytotoxicity %	Dynein transport	PMI inhibitors	WT yeast gro inh mutant strain	WT yeast gro inh	Ins promoter up	bCat nuc transl	Dynein transport cell count	Dynein transport nuclear GR-EGFP	human PMI inhibitors	MT stabilizer	Yfh1-depleted yeast	bCat nuc transl cell count 5 µM	MT stabilizer Hoechst-high %	Dynein transport cytoplasmic EGFP	Autophagy HCS cell loss 18 h	Autophagy HCS
COc1cccc(NC(=O)N(CCCN2CCOCC2)C(C)c2cc3ccccc3o2)c1 (stereo unspecified)
  .	5.8	0.66	2%	.	.	.	.	0.26	0.57	-1%	0.9	i	.	1.5	-0.26	-7	i
COC(=O)c1ccccc1C(=O)N1CCCC(C(=O)c2cc(F)ccc2F)C1 (stereo unspecified)
  1406	10	0.86	14%	1	-11	0.42	-1.1	-0.098	0.026	13%	3.2	i	1498	1.0	-0.32	2	i
COC(=O)[C@@H](NC(=O)N(C1CCCCC1)C1CCCCC1)C(C)C
  1662	6.5	0.73	-2%	-19	7	-0.42	0.1	-1.1	0.83	6%	3.2	i	1296	1.8	-0.21	25	i
O=C(c1ccc(S(=O)(=O)N2CCOCC2)cc1)N1CCc2ccccc2C1
  1012	2.7	1.2	3%	-45	1	-0.05	-0.1	-1.2	1.7	1%	5.1	i	1293	1.8	0.18	-2	i
O=C(Cc1n[nH]c(=O)[nH]c1=O)N/N=C/c1c(O)ccc2ccccc12
  1589	8.3	-0.73	-13%	-5	-1	-0.25	-0.4	0.85	-0.21	-18%	1.3	i	996	1.4	0.45	8	i
CCOC(=O)c1c(-c2ccccc2)oc2ccc(OCC(=O)O)cc12
  1069	.	0.58	.	.	.	-0.32	0.5	-0.042	0.18	.	.	i	1414	.	-0.27	.	.
O=C(COC(=O)CCN1C(=O)/C(=C\C=C\c2ccccc2)SC1=S)Nc1ccc(Br)cc1
  1341	11	-1	-6%	4	10	0.98	-0.2	0.23	-0.37	6%	2.1	i	1484	2.3	-0.047	11	i
CC(=O)O/N=C(/c1nonc1N)N(C)C
  1445	15	1.6	-7%	-13	-19	-0.25	0.4	-0.14	0.36	-12%	2.8	i	1422	2.1	-0.27	-10	i
Clc1ccc(OCc2nc3ccccc3[nH]2)cc1
  1262	5.7	0.14	-14%	8	12	-0.53	1.6	0.15	0.012	-10%	6.8	i	1141	2.5	-0.26	-23	i
CSc1nnc2c(n1)OC(c1ccc(C(=O)O)cc1)N(C(C)=O)c1ccccc1-2 (stereo unspecified)
  1007	5.1	-0.35	-27%	-3	-10	0.73	.	0.095	-0.19	-18%	1.2	i	.	3.1	-0.23	-12	i
COc1ccc(Br)cc1/C=N/NC(=O)CNC(=O)/C=C/c1ccccc1
  1514	8.0	0.021	-15%	-20	2	0.04	0.0	0.28	0.4	-14%	2.8	i	880	1.1	-0.19	16	i
CCOCc1nnc(NC(=O)CSc2ccccc2)s1
  1249	4.2	-0.11	6%	8	14	0.24	.	-0.011	0.25	-1%	2.1	i	.	1.2	-0.25	-4	i
CC(C)c1ccc(C(=O)N2CCN(CCO)CC2)cc1
  1267	1.2	2.2	-12%	7	8	-1.3	-3.0	-1.3	1	-4%	10	i	921	1.9	-0.25	5	i
Cc1ccccc1SCC(=O)Nc1cccc(C#N)c1
  820	1.4	3	6%	-43	-34	-0.72	.	-2	1.7	7%	3.1	i	.	1.9	-0.11	3	i
O=C(COC(=O)C1COc2ccccc2O1)NC(=O)NC1CCCCC1 (stereo unspecified)
  949	6.7	-1.5	1%	1	4	-0.71	-3.8	0.7	-0.62	-2%	1.9	i	1162	2.2	-0.28	1	i
O=C(c1ccc(Cl)cc1)c1cnc(Nc2ccccc2)s1
  .	5.7	-0.19	-10%	-4	8	.	.	0.83	-0.68	6%	2.7	i	.	2.4	-0.21	-27	i
O=C1CCc2cc(S(=O)(=O)NCCCC(=O)N3CCN(Cc4ccc5c(c4)OCO5)CC3)ccc2N1
  1086	4.8	-0.61	2%	-1	-5	0.01	1.3	0.97	-0.31	5%	2.8	i	1105	1.9	-0.33	-39	i
CCSc1nnc([C@H](Cc2c[nH]c3ccccc23)NC(=O)OC(C)(C)C)o1
  906	8.4	0.2	-16%	12	18	-0.42	-4.7	0.52	-0.085	-14%	3.0	i	1189	1.3	-0.28	-2	i
O=C(N/N=C/C1CC=CCC1)c1cc2ccccc2cc1O (stereo unspecified)
  1362	7.4	-0.41	18%	0	0	0.28	-1.9	0.73	-0.46	9%	1.4	i	969	3.0	-0.24	-7	i
O=C(CC(c1ccccc1)c1ccco1)N1CCOCC1 (stereo unspecified)
  .	1.6	-0.24	-11%	-13	-9	.	-1.0	0.58	0.085	-16%	1.4	i	577	1.6	-0.3	-2	i

# Below each compound: Ins promoter up cell count	MT stabilizer cytotoxicity %	Dynein transport	PMI inhibitors	WT yeast gro inh mutant strain	WT yeast gro inh	Ins promoter up	bCat nuc transl	Dynein transport cell count	Dynein transport nuclear GR-EGFP	human PMI inhibitors	MT stabilizer	Yfh1-depleted yeast	bCat nuc transl cell count 5 µM	MT stabilizer Hoechst-high %	Dynein transport cytoplasmic EGFP	Autophagy HCS cell loss 18 h	Autophagy HCS
CCCn1nnc(NC(=S)NC(=O)Cc2ccccc2)n1
  1035	7.0	0.2	4%	5	18	0.58	-2.5	-0.33	0.4	0%	2.8	i	1039	2.0	-0.27	-18	i
CC(=O)Nc1ccc(-c2nnc(SCc3ccc(C)cc3)n2C)cc1
  .	6.1	-0.088	-7%	-10	0	.	-0.8	0.23	-0.14	-8%	1.0	i	1207	0.9	-0.15	6	i
Cc1cc(=O)cc(C)n1-c1ccc(O)cc1
  1365	4.2	0.4	-5%	4	-3	0.44	-1.4	0.24	0.33	-6%	1.8	i	1059	1.3	-0.25	12	i
COCCn1c(C)cc(C(=O)COC(=O)/C=C/c2cccc(OC)c2)c1C
  1108	6.8	-0.49	2%	-9	24	0.05	2.8	0.12	-0.14	-1%	3.3	i	971	2.5	-0.32	10	i
COC(=O)c1c(NC(=O)C2c3ccccc3Oc3ccccc32)sc(C)c1C
  1615	3.1	0.34	6%	-3	24	-0.03	-0.8	0.21	0.7	-1%	2.3	i	1321	1.6	-0.18	-26	i
CCOC(=O)c1cnc2nc(C)[nH]n2c1=O
  1333	15	1.8	10%	8	-5	0.46	.	-0.25	1.2	-1%	2.9	i	.	3.2	-0.16	8	i
O=C(/C=C/c1ccc(Cl)c([N+](=O)[O-])c1)c1ccc(O)cc1
  1004	.	-1.6	.	.	.	-0.39	0.3	1.1	-0.95	.	.	i	1177	.	-0.2	.	.
CC(Oc1ccccc1Br)C(=O)N1CCc2ccccc21 (stereo unspecified)
  1422	10.0	1.6	9%	.	.	-0.72	-2.1	-1.4	1.4	2%	5.2	i	893	2.6	-0.2	8	i
COc1ccc(-c2[nH]ncc2CN2CCCC2c2nonc2C)c(F)c1 (stereo unspecified)
  1407	1.6	-0.14	-1%	2	13	-0.56	1.7	0.33	0.43	-2%	1.9	i	995	0.6	-0.17	8	i
CC(Sc1nnc(COc2ccc([N+](=O)[O-])cc2)n1C)C(=O)O (stereo unspecified)
  1470	2.2	-0.75	0%	9	-12	-0.27	-0.6	0.24	-0.02	-9%	1.7	i	1066	1.6	-0.35	1	i
Cc1cc(C)n(-c2ccc(C(=O)Nc3ccccn3)cc2)n1
  .	7.4	-0.61	5%	20	16	.	-0.1	1.5	0.01	7%	3.2	i	1098	1.7	-0.31	18	i
CC1(C)CC2(CC(c3ccccc3)Oc3cc(O)ccc32)NC(=S)N1 (stereo unspecified)
  1530	11	0.087	7%	-3	-6	0	-1.0	0.68	0.041	3%	4.6	i	1143	1.7	-0.13	-17	i
Cc1ccc(-c2nc3cnccn3c2Nc2c(C)cccc2C)o1
  945	7.5	-2.8	-28%	15	3	1.2	-2.3	-0.18	-1.5	-14%	2.7	i	1187	2.3	1.1	7	i
CN(C)c1ccc(-c2noc(C3CCN(S(=O)(=O)c4ccc(C(=O)O)cc4)CC3)n2)cc1
  .	3.3	0.65	.	.	.	.	.	-1.3	0.37	.	4.0	i	.	2.1	-0.28	5	i
CCCC(=O)Nc1nc(CC(=O)OCC)cs1
  1298	6.0	0.76	-2%	-15	-8	0.49	-1.2	-1.1	0.83	-1%	3.2	i	1065	2.3	-0.015	6	i
CNC(=S)N1CCc2ccccc2C1
  1310	4.9	0.035	0%	6	-7	0.91	-5.8	-0.91	0.17	-2%	2.3	i	515	3.0	-0.18	18	i
Cc1ccc(NC(=O)C2(c3cccs3)CCOCC2)cc1C
  1511	5.6	-0.057	-4%	9	-6	0.59	-0.2	-0.18	0.15	-6%	3.2	i	1150	3.2	-0.18	3	i
COc1cccc(SCc2noc(C(=O)NCc3ccccc3)c2C(=O)NCc2ccccc2)c1
  865	.	-0.025	.	.	.	0.02	-0.1	0.12	0.11	.	.	i	1161	.	-0.57	.	.
Nc1ccc(C2=Nc3cccc4cccc(c34)N2)cc1
  1223	6.6	-0.69	9%	-5	-6	-0.18	.	0.19	-0.53	24%	5.9	.	.	2.7	-0.13	-2	i
CC(C)(C)NC(=O)COC(=O)c1cncc(Br)c1
  1616	8.1	0.42	37%	-6	0	0.05	-3.3	0.014	1.2	49%	3.2	i	1343	2.0	-0.1	9	i
CSc1nc2ccccc2n1Cc1c(Cl)cccc1Cl
  861	6.7	1.2	4%	12	-13	-1.4	-5.7	-0.75	0.98	-1%	2.6	i	1246	1.2	0.049	-2	i
